Screening results as filed in PubChem BioAssay.
Arrestin-AP2 inh: inhibitors of human beta-arrestin and AP2 interaction | inhibition, % at 10 µM | AID 504490 | actives 0.31% (n = 340,000) | FITC-arrestin peptide / GST-AP2 beads, flow cytometry; AP2 beta2 appendage carries R879A mutation;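 active = inhibition above a set limit, near 3 SD of compounds lacking own fluorescence, cut at about 54% in these data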;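 note: plate controls were DMSO wells for no effect and 5 µM unlabelled arrestin peptide for full effect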
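Material – GST-tagged AP2 beta2-adaptin appendage (R879A) on 4 µm glutathione beads · Probe or stimulus – fluorescein-tagged arrestin peptide at 50 nM final · Timing – 12 min plus 1 h, RT · Detection – bead flow cytometry, FITC channel · Read-out basis – inhibition as reduced fluorescein signal on beads, percent · Medium – PBS plus Tween 20 (0.05%) and BSA (0.1%)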
SR-BI HDL uptake: blocks mouse SR-BI lipid uptake from DiI-HDL. actives 0.96% (n = 320,000). inhibition, % at 12.5 µM. ldlA[mSR-BI] CHO cells, DiI-HDL uptake fluorescence, 3 h;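 active = mean replicate inhibition of at least 70% and a set share of replicates each scoring 70 or more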;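 note: 0% = median of neutral control wells and 100% = median of positive control wells; values of inactives mirror those of a sister screen read the other way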
NSD2 inh: blocks human histone methyltransferase NSD2 | O96028 | NSD2 peptide methylation, AlphaScreen, 120 min | inhibition, % at 12.5 µM | actives 0.54% (n = 310,000) | AID 743445; in the data active = inhibition above about 50%
Keap1-Nrf2 PPI: disrupts human Keap1 binding to Nrf2 peptide; Q14145; actives 0.15% (n = 340,000); Keap1 Kelch-Nrf2 peptide fluorescence polarization, 1536-well; inhibition, % at 9.4 µM; in the data active = inhibition above about 12%;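 note: human Keap1 Kelch domain with fluorescein labeled Nrf2 9mer peptide probe; 0% = neutral control wells and 100% = peptide positive control; higher means more block of Keap1 binding to Nrf2 peptide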
Target sequence (Q14145 whole entry, looked up, the tested form may be a part): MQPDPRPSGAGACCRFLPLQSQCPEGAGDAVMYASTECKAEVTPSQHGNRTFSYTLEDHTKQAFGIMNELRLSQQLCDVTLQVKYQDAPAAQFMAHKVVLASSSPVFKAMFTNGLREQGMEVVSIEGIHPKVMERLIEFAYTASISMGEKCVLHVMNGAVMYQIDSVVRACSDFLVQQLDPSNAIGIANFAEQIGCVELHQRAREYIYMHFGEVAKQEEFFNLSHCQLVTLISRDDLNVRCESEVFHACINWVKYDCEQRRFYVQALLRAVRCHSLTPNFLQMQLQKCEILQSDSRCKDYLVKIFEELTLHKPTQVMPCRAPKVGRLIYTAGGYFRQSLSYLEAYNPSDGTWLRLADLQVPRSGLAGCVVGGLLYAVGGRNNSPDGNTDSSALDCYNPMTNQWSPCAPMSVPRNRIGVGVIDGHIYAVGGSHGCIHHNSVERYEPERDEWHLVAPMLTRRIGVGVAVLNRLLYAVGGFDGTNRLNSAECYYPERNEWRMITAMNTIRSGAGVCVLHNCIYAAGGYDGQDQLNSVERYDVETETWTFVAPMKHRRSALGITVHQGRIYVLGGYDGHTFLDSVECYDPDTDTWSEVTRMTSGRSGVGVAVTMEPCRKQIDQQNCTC
RTF Ca sens inh: cardiac RTF calcium desensitization; IANBD-labeled cardiac RTF, Ca2+ fluorescence; actives 0.12% (n = 340,000); inhibition, % at 7.15 µM;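 active = inhibition above the mean inhibition of all tested compounds plus 3 SD, cut at about 17% in these data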;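 note: assay run at fixed EC70 calcium of 1.6 mM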
PKA-R2B activ: PKA-R2B complex activation. PKA-R2B holoenzyme dissociation, Cy5-IP20 fluorescence polarization; R2B truncated from residue 108, S112A mutant; 0% DMSO only, 100% 113 µM cGMP. activation, % at 11.4 µM. actives 0.079% (n = 340,000);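 active = activation above a cutoff set at the mean over all compounds plus 3 SD, cut at about 18% in these data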;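 note: higher means more holoenzyme dissociation and a rise in polarization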
Target sequence (P31323 whole entry, looked up, other chains not shown, the tested form may be a part): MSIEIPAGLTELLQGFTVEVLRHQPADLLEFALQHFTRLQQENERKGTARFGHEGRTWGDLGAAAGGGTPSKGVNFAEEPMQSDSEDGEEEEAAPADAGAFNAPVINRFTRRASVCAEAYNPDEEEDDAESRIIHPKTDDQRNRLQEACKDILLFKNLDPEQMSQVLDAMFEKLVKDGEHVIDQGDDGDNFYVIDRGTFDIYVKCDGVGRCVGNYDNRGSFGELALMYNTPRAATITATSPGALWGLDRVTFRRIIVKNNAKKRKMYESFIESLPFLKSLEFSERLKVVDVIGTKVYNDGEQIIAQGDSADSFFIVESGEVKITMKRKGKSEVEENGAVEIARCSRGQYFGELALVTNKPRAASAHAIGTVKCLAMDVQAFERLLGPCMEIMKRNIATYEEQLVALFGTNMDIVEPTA
SR-BI uptake up: activators of SR-BI mediated HDL lipid uptake; CHO ldlA[mSR-BI] cells, DiI-HDL uptake fluorescence, 3 h; 100 = double the neutral-control signal; actives 0.096% (n = 320,000); activation, % at 12.5 µM;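 active = mean replicate activation of at least 60% and every replicate at or above 60%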;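 note: 0% = median plate neutral-control signal and 100% = twice that signal; values of inactives mirror those of a sister screen read the other way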
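Test system: SR-BI-overexpressing, LDLR-lacking CHO cells; Medium: Ham's F12 with 0.5% BSA, HEPES 25 mM, pH 7.4; Schedule: 3 h, 37 °C; Technique: bottom-read fluorescence, 550/595 nm.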
PvdQ inh: blocks Pseudomonas aeruginosa PvdQ acylase activity | purified PvdQ acylase, fluorescence plate reader | inhibition, % at 10 µM | actives 0.063% (n = 340,000) | AID 488965; in the data active = inhibition above about 30%, passing the limit was not always enough;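 note: 0% = vehicle neutral wells and 100% = reference inhibitor wells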
DAGLB inh: diacylglycerol lipase beta (human) inhibition | Q8NCG7 | AID 504411 | inhibition, % at 5.17 µM | HEK293T DAGLB membrane lysate, EnzChek fluorogenic substrate | actives 0.059% (n = 340,000); in the data active = inhibition above about 34%;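 note: 0% = enzyme with vehicle and 100% = wells lacking enzyme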
C-LANA FP: KSHV C-LANA DNA binding inhibition; MBP-C-LANA/FAM-LBS DNA binding, fluorescence polarization; inhibition, % at 9 µM; actives 0.078% (n = 340,000);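 active = highest replicate inhibition at or above 60% at 9 µM, even if other replicates fall short; inactive = all replicates below 60% inhibition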;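 note: 0% = neutral control wells and 100% = 4 µM acridine orange control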
* = called active by the depositor; . = no result given.

SMILES | Arrestin-AP2 inh | SR-BI HDL uptake | NSD2 inh | Keap1-Nrf2 PPI | RTF Ca sens inh | PKA-R2B activ | SR-BI uptake up | PvdQ inh | DAGLB inh | C-LANA FP
O=C(NCc1ccccn1)Nc1ccc(Cl)c(Cl)c1 | 1 | -4 | 1 | 1 | 5 | 7 | 4 | -15 | -1 | 1.3
COCCNC(=O)C(=O)c1cc(C)n(-c2ccc([N+](=O)[O-])cc2)c1C | 0 | -5 | 2 | -4 | 4 | 1 | 5 | -10 | 0 | 1.7
CC(=O)c1ccc(NS(=O)(=O)c2ccc(CC(C)C)cc2)cc1 | -2 | -14 | -4 | -6 | 0 | 2 | 14 | -6 | -5 | -1.8
CNC(=S)Nc1cccc(S(=O)(=O)NCc2ccco2)c1 | 39 | 10 | 2 | -3 | 12 | 2 | -10 | -2 | -2 | -0.9
Cc1ccc(S(=O)(=O)NNC(=O)C2CCN(S(=O)(=O)c3ccc(C)cc3)CC2)cc1 | 25 | -14 | 1 | 0 | -2 | -3 | . | 7 | -2 | -0.6
COc1cccc(-n2cc(C(=O)O)c3ccccc3c2=O)c1 | -4 | 47 | -3 | 1 | 4 | -7 | -47 | -8 | 1 | 0.3
CCC(C(=O)NCCCN1CC(C)CC(C)C1)n1ncn2c(cc3occc32)c1=O (configuration not stated) | 8 | -21 | -1 | -2 | -3 | -8 | 21 | -7 | -1 | 0.4
CC(C)C(c1nnnn1CC1CCCO1)N1CCN(Cc2ccc3c(c2)OCO3)CC1 (configuration not stated) | 3 | -14 | 6 | 6 | -8 | -1 | 14 | -2 | -3 | 2.7
CCCCN(C(=O)CSc1nncn1-c1ccccc1)c1c(N)n(Cc2ccccc2)c(=O)[nH]c1=O | -13 | 14 | 0 | -2 | -15 | 10 | -14 | -18 | 2 | 1.4
CCOc1cc(/C=C2\SC(=S)N(NS(=O)(=O)c3ccccc3)C2=O)ccc1O | 13 | 8 | 18 | -13 | -8 | 0 | -8 | -12 | 8 | -18
CC(C)CC1=NN2C(=N)/C(=C\c3coc4ccccc4c3=O)C(=O)N=C2S1 | 10 | -18 | . | -96 | -257 | -2 | 18 | -18 | -14 | 21
COc1ccc(-c2cc(C(F)(F)F)nc(N3CCCCCC3)n2)cc1 | -11 | 16 | -2 | -4 | -11 | -7 | -16 | 7 | -12 | 8.7
Cc1onc(-c2ccccc2)c1C(=O)/C=C/N(C)C | -6 | -15 | -1 | 1 | -2 | 5 | 15 | -12 | 2 | 1.4
O=C(N/N=C/c1ccc(OC(=O)c2ccco2)cc1)c1ccncc1 | 6 | -5 | 0 | -6 | 11 | 0 | 5 | -17 | -1 | 1.5
COc1ccccc1N1CCN(C(=O)CN(c2cc(C)cc(C)c2)S(C)(=O)=O)CC1 | 1 | 12 | 0 | -5 | 1 | 9 | -12 | -14 | 1 | 1.2
CCN1CCN(c2nc(S(=O)(=O)c3ccc(C)cc3)c(Cl)s2)CC1 | 3 | 8 | 11 | 1 | 4 | 5 | -8 | 0 | -3 | -1.7
CCCCC1CCc2[nH]nc(C(=O)O)c2C1 (configuration not stated) | 22 | -17 | . | -1 | -5 | -7 | 17 | 20 | 2 | -0.4
O=C(Nc1cc(Cl)ccc1-n1cncn1)c1ccc(Br)o1 | 17 | -14 | 2 | 0 | -2 | 4 | 14 | 1 | -2 | 0.0
COc1ccc(NC(=O)N(C)C[C@H]2Oc3ccc(NS(=O)(=O)c4ccccc4)cc3C(=O)N([C@H](C)CO)C[C@@H]2C)cc1 | 6 | 4 | . | -2 | -1 | -13 | -4 | 15 | 2 | -1.5
Cn1c(=O)c2c(SCC(=O)NC3CCCC3)nc(CC(C)(C)C)nc2n(C)c1=O | 11 | 0 | 3 | 1 | -5 | 2 | 0 | -12 | 0 | -1.6

Full records, looked up by structure. Order of screens: Arrestin-AP2 inh, SR-BI HDL uptake, NSD2 inh, Keap1-Nrf2 PPI, RTF Ca sens inh, PKA-R2B activ, SR-BI uptake up, PvdQ inh, DAGLB inh, C-LANA FP
`COc1ccc(-c2cc(C(F)(F)F)nc(N3CCCCCC3)n2)cc1` reads -11, 16, -2, -4, -11, -7, -16, 7, -12, 8.7
`O=C(Nc1cc(Cl)ccc1-n1cncn1)c1ccc(Br)o1` reads 17, -14, 2, 0, -2, 4, 14, 1, -2, 0.0
`Cc1onc(-c2ccccc2)c1C(=O)/C=C/N(C)C` reads -6, -15, -1, 1, -2, 5, 15, -12, 2, 1.4

Remaining list, next part
SMILES | Arrestin-AP2 inh | SR-BI HDL uptake | NSD2 inh | Keap1-Nrf2 PPI | RTF Ca sens inh | PKA-R2B activ | SR-BI uptake up | PvdQ inh | DAGLB inh | C-LANA FP
CC(=O)N1c2ccc(S(=O)(=O)N3CCC(C(=O)Nc4cccc(C)c4)CC3)cc2CC1C (configuration not stated) | 9 | 7 | -1 | 3 | -11 | -1 | . | -6 | 1 | -1.1
O=C(NNC(=O)c1ccccc1[N+](=O)[O-])c1ccccn1 | -8 | -16 | -33 | 1 | 6 | -7 | 16 | -16 | -1 | -1.8
Cc1cc(C)c(NC(=O)CNC(=O)COC(=O)CNC(=O)c2ccc(Cl)cc2Cl)c(C)c1 | 0 | -6 | 1 | -3 | -6 | 2 | 6 | -25 | -1 | 1.4
C=C1CCN(C(C(=O)OC)C(C)C)S(=O)(=O)c2ccc(F)cc21 (configuration not stated) | 11 | 2 | . | -5 | -2 | -13 | -2 | 0 | -4 | 1.5
CCOC(=O)c1cc(-c2ccccc2C)nn1Cc1cc(CC)no1 | 1 | 2 | . | -8 | 4 | -8 | -2 | -7 | -10 | -3.0
Cc1ccsc1/C=N/Nc1nc2ccccc2[nH]1 | 15 | 5 | 14 | 8 | -9 | 0 | -5 | 10 | 0 | -0.1
O=S(=O)(Nc1ccc2c(c1)OCCO2)c1ccc2oc3ccccc3c2c1 | -2 | -3 | -3 | 0 | 1 | -10 | 3 | -3 | -5 | 0.7
CC(C)OCCCN1CC(=O)N2C(c3cccc([N+](=O)[O-])c3)c3[nH]c4ccccc4c3C[C@H]2C1=O (some centres not stated) | -16 | 81* | 3 | 5 | -12 | -6 | -81 | -14 | 3 | -2.5
Cc1ccc(S(=O)(=O)N2CCN(CC(O)COc3ccccc3)CC2)cc1 (configuration not stated) | 4 | -6 | 35 | 3 | -5 | 7 | 6 | -8 | -1 | -1.5
COCCN(CC(=O)Nc1cccc(C)c1C)C(=O)C1CCN(S(=O)(=O)c2ccccc2)CC1 | 32 | -5 | 2 | 1 | 3 | -10 | 5 | -4 | -2 | 1.5
O=C(NC(=S)Nc1ccc(CN2CCOCC2)cc1)c1cc2ccccc2o1 | 34 | 6 | 2 | -1 | -8 | -1 | -6 | 8 | -2 | -0.8
O=Cc1ccc(Oc2ccc(F)cc2)nc1 | 14 | -16 | 0 | -11 | -4 | -1 | 16 | -7 | -1 | -0.4
Cn1c(/C=C/c2ccccc2)nc2ccccc21 | -10 | -3 | -5 | -2 | -6 | 2 | 3 | -3 | 0 | 1.5
CCn1nc(C(=O)Nc2cccc(C(F)(F)F)c2)c(Cl)c1Cl | -5 | 42 | -4 | 1 | -4 | 8 | -42 | -11 | -6 | -0.2
Nc1cc(S(=O)(=O)N2CCOCC2)ccc1Oc1cccc(Br)c1 | -4 | 2 | -2 | -3 | 3 | 0 | -2 | 9 | -1 | -2.6
COc1ccc(N2CCN(CCC(O)c3ccc4ccccc4c3)CC2)cc1 (configuration not stated) | 16 | 13 | -1 | -4 | -6 | 1 | -13 | 6 | -10 | -2.3
Cc1cccc(C(=O)NC(C)c2ccc(-n3ccnc3)cc2)c1C (configuration not stated) | -1 | 11 | . | -4 | -1 | 1 | -11 | -16 | 2 | 3.2
CC(C)[C@H](NC(=O)c1ccco1)C(=O)N(C)Cc1ccc(C(F)(F)F)cc1 | 19 | . | 5 | 1 | -13 | 1 | . | -3 | 2 | 0.0
O=C(N/N=C/c1cc(Br)ccc1O)C(=O)Nc1ccccc1OC(F)(F)C(F)F | -1 | 129* | 0 | -7 | 1 | -11 | -129 | -7 | 12 | -2.1
CN(Cc1ccccc1)C(=O)COC(=O)c1cc([N+](=O)[O-])ccc1N1CCOCC1 | -4 | 20 | 5 | -1 | -5 | -10 | -20 | -9 | 1 | -0.2
O=[N+]([O-])c1cccc(-c2ncc3ccccn23)c1 | -8 | 9 | 8 | 4 | -2 | -4 | -9 | 4 | -1 | 1.1
O=C(C1CCN(S(=O)(=O)c2cccc3cccnc23)CC1)N1CCN(C2CCCC2)CC1 | -9 | -14 | . | -3 | -4 | -4 | 14 | -11 | -1 | -0.6
Cc1cc(C(=O)N/N=C/C=C/c2ccccc2[N+](=O)[O-])c(C)o1 | 6 | 30 | 2 | -5 | 2 | -1 | -30 | -2 | -1 | -0.1
COc1cccc(/C=N/Nc2nc(C)cc(=O)[nH]2)c1OC | -6 | 9 | -3 | -9 | -3 | 0 | -9 | -12 | -2 | 0.8
Cc1c(/C=C/C(=O)c2ccccc2O)cnn1C | 8 | 6 | -2 | -6 | -29 | -4 | -6 | 3 | 1 | 0.0
O=c1cc(CCl)nc2scc(-c3ccccc3)n12 | -16 | . | -5 | -5 | -18 | 2 | . | -12 | 1 | -0.8
COc1ccc(CC(=O)NNc2ncnc3c2cnn3Cc2ccccc2)cc1OC | 3 | -3 | . | -2 | -3 | 1 | 3 | -4 | 0 | -1.0
CCC(C)c1ccc(NC(=S)NCc2ccccn2)cc1 (configuration not stated) | 2 | -11 | 1 | -4 | 9 | -1 | 11 | -11 | 0 | -3.3
NC1=NC[C@H](c2ccccc2)N1CC1CCCCC1 | -1 | -19 | . | 4 | 1 | -5 | 19 | -12 | 0 | 0.4
Cc1c(CCC(=O)O)c(=O)oc2cc3oc4c(c3cc12)CCCC4 | 26 | . | . | 1 | -9 | 6 | . | -2 | 1 | -1.1
CC1=C(C(=O)Nc2ccccc2C(=O)N2CCC(C)CC2)SCCO1 | 0 | 8 | 0 | -2 | 2 | -5 | -8 | -9 | 3 | -0.5
Cc1[nH]c2ccc(C(=O)OC(C)C(=O)N(C)C3CCCCC3)cc2c1C (configuration not stated) | -13 | 26 | 2 | -5 | 0 | -1 | -26 | -6 | 0 | -0.9
CCCN(CCC)S(=O)(=O)c1cc2c3c(c1)CCN3C(=O)CC2 | 34 | 34 | 8 | 1 | -3 | -6 | -34 | -2 | 0 | -0.3
O=C(c1ccc2c(c1)OCCO2)N1CCN(Cc2ccccc2)CC1 | 2 | 20 | 1 | 2 | -8 | -7 | -20 | -10 | 0 | 3.2
OCCCCCN=c1cc(-c2ccccc2)oc2ccc(Cl)cc12 | 13 | -11 | 3 | 6 | -11 | -3 | 11 | -5 | 1 | -7.8
CCOC(=O)CSc1nnc(CNc2cccc(Cl)c2)n1-c1ccccc1 | 22 | 5 | 0 | -2 | 2 | 2 | -5 | 0 | 0 | -0.4
